Source: PubChem BioAssay
PDI turbidity = inhibitors of human protein disulfide isomerase | P07237 | PDI insulin aggregation turbidity, A650, 90 min | inhibition, % at 10 µM | hit rate 0.052% among 350,000 | AID 588391;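 active = mean inhibition across replicates of 30% or more, whatever share of single replicates reach that level; inconclusive = mean inhibition below 30% while every single replicate reaches 30%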;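 also: absorbance from insulin aggregation driven by PDI reduction with DTT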
Target sequence (P07237 whole entry, looked up): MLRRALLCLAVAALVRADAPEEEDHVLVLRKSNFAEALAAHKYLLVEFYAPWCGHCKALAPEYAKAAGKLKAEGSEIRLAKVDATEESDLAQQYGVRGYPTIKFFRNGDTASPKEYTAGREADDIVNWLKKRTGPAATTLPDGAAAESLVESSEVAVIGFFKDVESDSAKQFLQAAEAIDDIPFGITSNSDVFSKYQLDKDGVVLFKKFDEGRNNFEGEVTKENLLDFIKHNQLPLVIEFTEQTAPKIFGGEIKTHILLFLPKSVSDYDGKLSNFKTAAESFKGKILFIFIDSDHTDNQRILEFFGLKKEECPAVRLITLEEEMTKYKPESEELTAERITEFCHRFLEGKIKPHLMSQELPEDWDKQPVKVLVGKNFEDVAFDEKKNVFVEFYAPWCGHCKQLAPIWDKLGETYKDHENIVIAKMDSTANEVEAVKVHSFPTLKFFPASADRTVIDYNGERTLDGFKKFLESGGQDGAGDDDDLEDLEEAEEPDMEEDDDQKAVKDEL
H9c2 protect = protects H9c2 cardiomyocytes from peroxide injury | H2O2 injury protection, ATPLite, 2 h | protection from H2O2 cell death, % at 20 µM | hit rate 0.63% among 360,000 | AID 588492;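 active = compounds giving at least 50% protection of heart cells from peroxide-induced death in the single-dose screen, raw or plate-pattern-corrected value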;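 also: 0% = DMSO wells with peroxide and 100% = DMSO wells without peroxide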
Vif imaging = inhibitors of HIV Vif. HEK293T cells, Vif self-association by quenched fluorescence, imaging, 24 h. inhibition, % at 7.49 µM. hit rate 0.35% among 340,000; in the data active = inhibition above about 50%, passing the limit was not always enough; inconclusive = no clear call, values can overlap the other calls; inactive = below about 31%; also: some results filed as inactive read as strong as hits
Granule exo inh = lytic granule exocytosis inhibition; TALL-104 LAMP-1 surface exposure, flow cytometry; cells stimulated with thapsigargin and PMA; inhibition, % at 10 µM; hit rate 0.66% among 360,000;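 active = inhibition above about 55%, limit read from the data; inconclusive = no clear call, values can overlap the other calls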
m5-HT2A agonist = mouse HTR2A agonism via beta-arrestin recruitment | CHO-K1 mHTR2A beta-arrestin complementation, luminescence; percent of 30 µM serotonin response | activation, % at 7.6 µM | hit rate 0.66% among 360,000 | AID 624169;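 active = activation above a run cutoff, the mean activation of all tested compounds plus 3 SD, cut at about 14% in these data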;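 also: 0% = plate median of compound wells and 100% = 30 µM serotonin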
Target sequence (P35363 whole entry, looked up): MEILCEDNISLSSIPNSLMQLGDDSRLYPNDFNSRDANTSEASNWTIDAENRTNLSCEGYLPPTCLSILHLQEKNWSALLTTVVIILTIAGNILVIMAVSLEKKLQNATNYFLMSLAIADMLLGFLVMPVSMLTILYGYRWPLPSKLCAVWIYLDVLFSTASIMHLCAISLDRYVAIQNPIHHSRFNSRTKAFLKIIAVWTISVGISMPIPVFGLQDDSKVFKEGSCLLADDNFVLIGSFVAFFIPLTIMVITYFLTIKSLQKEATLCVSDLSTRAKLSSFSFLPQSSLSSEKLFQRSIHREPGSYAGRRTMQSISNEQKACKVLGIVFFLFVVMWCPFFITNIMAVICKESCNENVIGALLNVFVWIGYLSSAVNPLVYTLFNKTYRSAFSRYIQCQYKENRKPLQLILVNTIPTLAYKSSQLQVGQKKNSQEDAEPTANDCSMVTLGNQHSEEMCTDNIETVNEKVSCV
Glyco luc inh = N-linked glycosylation inhibition | D54 ERlucT glycosylation luciferase reporter, 24 h; percent of 100 nM tunicamycin response | reporter increase, % at 12.5 µM | hit rate 0.23% among 360,000;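 active = mean luciferase reporter signal, scaled so untreated is 0 and the glycosylation-blocking control 100, at or above a set limit in every replicate; inconclusive = mean reaches the limit but not every replicate does; inactive = mean below the limit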;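 also: luciferase carries N-glycosylation sites so blocking glycosylation raises the light; 0% = median of neutral control wells and 100% = median of 100 nM tunicamycin wells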
hiPSC survival = hiPSC single-cell survival enhancement | AID 602274 | hit rate 0.044% among 360,000 | survival enhancement, % at 20 µM | ATPlite luminescence; 100% = ROCK inhibitor wells, 0% = DMSO; in the data active = survival enhancement above about 18%;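 also: cells exposed to compounds for 16 hours before the ATP read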
ABCB6 inh 2 = human ABCB6 transporter inhibition; Q9NP58; K562-ABCB6 porphyrin accumulation, flow cytometry, 1 h; stronger effect = lower value; fluorescence ratio to DMSO, % at 10 µM; hit rate 0.19% among 360,000; AID 602162;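 active = fluorescence ratio to DMSO below 75%, the collection mean minus 3 SD; inconclusive = too few cells collected in the well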;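 also: signal is porphyrin accumulated inside mitochondria; 100% equals median channel fluorescence of DMSO control wells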
CaV13 ICDI inh = Primary screen for inhibitors of IQ motif and Ca2+-dependent inactivation inhibitor domain binding in CACNA1D, Förster resonance energy transfer in living cells, …; inhibition, % at 12.3 µM; HEK cells, CFP/YFP FRET ICDI-IQ, plate reader, 10 min; percent FRET-ratio fall versus neutral wells; hit rate 0.098% among 340,000;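 active = mean replicate inhibition of at least 30% and at least 1% of replicates passing that level; inconclusive = only one of the two criteria is met; inactive = neither criterion is met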;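 also: 0% = median of the neutral control wells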
aDG glyco act = increases alpha dystroglycan glycosylation; hit rate 0.22% among 360,000; Pro5-aDG cells, alpha-DG glycosylation AlphaScreen (IIH6); 0% Pro5, 100% B10-LARGE cell signal; activation, % at 10 µM; AID 624168;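 active = activation of at least 8% versus controls, or a plate z-score of at least 8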;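 also: Pro5 are CHO cells carrying HIG-tagged alpha-DG that lacks glycosylation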
* marks the source's active call; other numbers are inactive results; u = inconclusive; x = no result given.

Below each SMILES: CaV13 ICDI inh | Granule exo inh | H9c2 protect | ABCB6 inh 2 | hiPSC survival | aDG glyco act | m5-HT2A agonist | Vif imaging | Glyco luc inh | PDI turbidity
CCc1nnc(NC(=O)Cc2ccc(OC)cc2)s1
    -5 | -4 | 3 | 98 | 0.8 | 0.1 | 0 | -13 | 2 | 4
COc1cc2c(C(=O)NCc3ccc4c(c3)OCO4)cn(C)c(=O)c2cc1OC
    -4 | -5 | 7 | 102 | 4.3 | -0.3 | 3 | -1 | 0 | -3
O=S(=O)(NCC1CCCO1)c1ccc(S(=O)(=O)N2CCc3ccccc3C2)cc1 (centres undefined)
    -5 | 4 | 2 | 100 | 0.8 | 0.2 | -7 | 1 | 2 | -6
O=C(OCC(=O)N1CCN(C(=O)c2ccco2)CC1)c1c(Cl)cccc1Cl
    -6 | -24 | -2 | 98 | 1.4 | 0.0 | -3 | u | 0 | 0
CCC(CC)C(=O)Nc1ccccc1NC(C)=O
    -6 | -1 | 9 | 94 | -0.5 | -0.1 | -3 | -21 | 1 | 0
O=C(NC1CC1)C1CCN(C2CCN(C(=O)CCOc3ccccc3)CC2)CC1
    1 | 6 | 4 | 93 | 1.5 | -0.3 | -3 | 1 | 1 | 0
CCCc1nnc(NC(=O)C(=O)NCCN(C)C)s1
    -5 | 16 | 2 | 103 | -0.1 | -0.2 | -4 | 11 | 1 | 0
CC(=O)c1ccc(NC(=O)CNCC(c2ccccc2)N(C)C)cc1 (centres undefined)
    0 | 1 | 14 | 99 | -0.9 | 0.0 | -2 | 8 | 2 | 2
Cc1cc(C)cc(NS(=O)(=O)c2ccc3oc(=O)ccc3c2)c1
    -5 | -2 | 0 | 101 | -0.7 | 0.9 | -2 | x | 0 | 1
COc1ccc(CNCc2ccccc2C(F)(F)F)cc1
    -6 | -7 | 2 | 96 | -0.2 | 0.1 | 5 | -3 | -1 | 5
COc1cccc(NC(=O)NC(=O)c2c(C)cc(Cl)nc2Cl)c1
    -1 | 2 | -2 | 98 | -0.1 | 0.2 | -1 | 11 | -2 | -1
CCC(=O)Nc1cccc(NC(=O)CSc2nnnn2C2CCCC2)c1
    x | 2 | -1 | 86 | -1.7 | -0.3 | 2 | 10 | 0 | -5
COc1cccc(Cn2c3ccc(NC(=O)CCc4ccc(F)cc4)cc3c(=O)n2C)c1
    -4 | -3 | -2 | 97 | -2.4 | -0.1 | 4 | 20 | 16 | 0
COCc1cccc(C2=CC(=O)C[C@H](c3ccc(F)cc3)C2)c1
    -7 | 0 | 0 | 97 | -0.7 | 0.4 | 3 | 4 | -3 | 4
O=C(NCCCc1ccccc1)C1CCC(=O)N(Cc2ccc(Cl)cc2)C1 (centres undefined)
    -3 | 13 | -2 | 106 | -0.3 | 0.0 | -8 | u | 0 | 2
Cc1c2c(cc3c1[nH]c1ccccc13)C=NCC2
    -10 | -2 | 3 | 124 | -0.6 | 2.6 | -7 | 0 | 7 | 12
COc1cc(NC(=O)c2cccs2)ccc1NC(=O)Cc1ccccc1
    -10 | -17 | 10 | 95 | 0.6 | 0.0 | -1 | 1 | -1 | 8
O=C(c1ccc(CS(=O)c2ccccc2Cl)o1)N1CCCCCC1 (centres undefined)
    -7 | 0 | -1 | 108 | -0.2 | 0.4 | 11 | -1 | -1 | -1
CC(=O)Nc1cc(F)c2c(c1F)Cc1cc(F)ccc1-2
    -6 | -4 | -11 | 99 | -0.3 | -0.1 | -6 | -1 | 2 | 15
CC1CCN(C(=O)c2cccc(S(=O)(=O)N3CCCc4ccccc43)c2)CC1
    -7 | -2 | 2 | 103 | -0.3 | 0.2 | -6 | -10 | 0 | 7
O=C1CN(CCN2CC(=O)N(Cc3ccccc3)C(=O)C2)CC(=O)N1Cc1ccccc1
    -9 | -1 | 6 | 100 | -0.3 | 0.1 | -3 | x | 0 | -4
Cc1nn(C)cc1S(=O)(=O)NCc1ccccc1Cl
    -5 | 3 | -2 | 90 | -0.3 | 0.1 | -4 | 9 | 5 | -4
Cn1c2cc(Br)sc2c2cnn(Cc3ccc(F)cc3F)c(=O)c21
    -9 | 0 | 6 | 97 | 0.4 | -0.1 | -8 | 2 | 2 | -3
Cc1ccc(NC(=O)C2C3/C=C\CCCCC32)cc1C (centres undefined)
    -8 | -1 | -10 | 98 | 3.9 | 0.3 | -2 | -9 | 2 | -14
CCOC(=O)N1CCN(C(=O)CSc2nc(=O)n3cc(C)ccc3n2)CC1
    -4 | -4 | 3 | 95 | -0.4 | 0.2 | 5 | -10 | 4 | -28
O=C(Nc1ccc(F)c(Cl)c1)C1CCCN(C2=NS(=O)(=O)c3ccccc32)C1 (centres undefined)
    -2 | 2 | 5 | 98 | 0.6 | 0.2 | -5 | 0 | 4 | 8
COc1ccc(NC(=O)C2C3C=CC4(CN(Cc5cccnc5)C(=O)C24)O3)c(OC)c1 (centres undefined)
    -4 | -1 | 9 | 106 | -2.3 | -0.1 | -1 | x | 2 | 2
CNC(=S)N(C)c1ccccc1
    -5 | -1 | 8 | 105 | 4.1 | 0.1 | 0 | -1 | -1 | 13
Cc1ccc2[nH]c(C(=O)N3CCC(C(N)=O)CC3)cc2c1
    -3 | -10 | -4 | 99 | -0.2 | 0.1 | 0 | 8 | 4 | 11
CC(C)N(C(=O)Cn1cc(S(=O)(=O)CC(=O)NCc2ccc(F)cc2)c2ccccc21)C(C)C
    -3 | 1 | 3 | 95 | 0.3 | 0.2 | -9 | 3 | 0 | 3
COc1ccc(/C=C2/SC(=S)N(CCCC(=O)N3CCN(C)CC3)C2=O)cc1
    -5 | 43 | -3 | 88 | -0.3 | 2.0 | -6 | -1 | 0 | 6
CN(C(=O)COC(=O)c1cccs1)c1ccccc1
    -5 | -12 | 2 | 93 | -1.5 | -0.2 | 10 | 4 | 2 | -6
Cc1cc(C(=O)OCC(=O)N2CCc3ccccc32)ccc1[N+](=O)[O-]
    -6 | 4 | -6 | 95 | -0.3 | 0.1 | 3 | 8 | 1 | -1
CN(C)/C=C/C(=O)c1nnn(C2CCCCC2)c1NC1CCCCC1
    x | -1 | -6 | 98 | -2.1 | 0.0 | 2 | 18 | -1 | -4
CC1CCCN(CCOc2ccc(Br)cc2)C1 (centres undefined)
    -6 | -2 | 1 | 95 | -1.5 | -0.4 | -4 | -6 | 1 | -1
Cc1ccc(OCc2cc(C(=O)NCCc3cccnc3)no2)cc1C
    -2 | 1 | -3 | 86 | -0.5 | 0.1 | -3 | 1 | -2 | -1
COc1ccc(NC(=O)COC(C)=O)cc1Cl
    -5 | 2 | 3 | 100 | -5.2 | 0.2 | 3 | 0 | -2 | 3
CSc1cccc(NC(=O)C2(S(=O)(=O)c3ccc(C)cc3)CC2)c1
    -15 | 2 | 0 | 97 | 0.1 | 0.0 | -4 | 1 | 4 | 1
NC(=O)CC[C@H](NC(=O)c1ccc(F)cc1)C(=O)OCC(=O)NCc1ccc(F)cc1
    -2 | 57* | 9 | 99 | -0.1 | 0.1 | 0 | 1 | 2 | 3
COc1cccc(C(=O)NCC(=O)N/N=C(C)\C=C\c2ccccc2)c1
    -7 | -6 | 11 | 97 | -1.2 | 0.0 | -2 | -5 | 0 | 5
COc1cc(/C=C\C(=O)O)cc(S(=O)(=O)N2CCCCCC2)c1OC
    -10 | -7 | 3 | 101 | 0.4 | -0.1 | 2 | 3 | 1 | 1
COc1ccc(C(CNC(=O)c2oc3ccc(Cl)cc3c2C)N2CCCCC2)cc1 (centres undefined)
    -2 | 7 | -3 | 92 | -0.5 | -0.1 | -4 | -4 | -11 | -7
C#CCOc1coc(COC(=O)c2ccccc2)cc1=O
    -10 | 5 | 4 | 97 | -0.7 | 0.2 | 4 | 6 | -1 | -4
C=CCNC(=S)NNc1nc2c(c(=O)[nH]1)C1(CCCCC1)Cc1ccccc1-2
    0 | 10 | -1 | 91 | -0.3 | -0.1 | 8 | 3 | 1 | -14
COc1ccc(CCN(C)C(=O)COC(=O)/C=C/c2ccc(C)o2)cc1OC
    -15 | -4 | -1 | 90 | -0.4 | 0.2 | 1 | -2 | 0 | 12
O=C(O)/C=C/C(=O)NCCc1ccc(Cl)cc1
    -5 | 1 | 4 | 99 | -0.2 | 0.1 | 3 | -2 | 3 | -6
COc1ccc(CCNC(=O)c2cc(C3CC3)on2)cc1OC
    -6 | -1 | 4 | 98 | -0.7 | -0.1 | 0 | -3 | 1 | -5
COc1ccc2oc(=O)c(C(=O)NCC3CCCO3)cc2c1 (centres undefined)
    1 | 0 | -4 | 89 | 0.5 | 0.2 | 4 | 4 | -1 | 3
Cn1cc(C(=O)C(=O)N2CCc3ccccc32)c2ccccc21
    x | -2 | 2 | 97 | 0.1 | 0.0 | -5 | 0 | 4 | 0
COc1ccc(CCNC(=O)CSc2nc3ccsc3c(=O)n2Cc2ccccn2)cc1OC
    -8 | 0 | 2 | 79 | -2.4 | 0.0 | 4 | -14 | 1 | -3
O=C(O)Cc1ccc(NC(=O)c2ccc(Cl)c(Cl)c2)cc1
    -12 | -1 | -5 | 93 | -1.0 | 0.0 | -1 | -14 | 0 | 0
Cc1nc(NCc2ccc(S(N)(=O)=O)cc2)c2c(C)c(C)sc2n1
    -8 | -6 | -6 | 77 | 0.2 | 0.0 | -5 | -1 | -1 | -11
C/C(=N\O)c1c(O)cc(-c2ccccc2)n(-c2ccccc2)c1=O
    -20 | 2 | 5 | 99 | -0.1 | -0.1 | 6 | 24 | 0 | 0
C/C(=N\Nc1nccnc1Cl)c1ccc(F)cc1
    -7 | 1 | -8 | 94 | -2.6 | -0.2 | -2 | 0 | 1 | -2
CCCOc1ccccc1C(=O)N(Cc1ccc(C)o1)C1CCS(=O)(=O)C1 (centres undefined)
    -15 | -1 | 0 | 103 | -0.2 | -0.2 | 0 | -5 | 1 | -9
Cc1nc2n[nH]c(N)c2nc1C
    -6 | 0 | 0 | 95 | 0.4 | 0.1 | -3 | 12 | 1 | 1
COc1ccc(Nc2nc(-c3cccs3)nc3ccccc23)cc1S(=O)(=O)N1CCOCC1
    -2 | -1 | 67* | 96 | 0.0 | -0.3 | 5 | -1 | -6 | 4
O=C(O)c1ccccc1C(=O)NCCCn1ccnc1
    -10 | -1 | 7 | 95 | -0.6 | -0.1 | 0 | 18 | 1 | -2
CCC(c1nnnn1C(C)(C)CC)N(CCCO)Cc1cc2cccc(C)c2[nH]c1=O (centres undefined)
    1 | -4 | 25 | 105 | 1.3 | 0.1 | -1 | 4 | 1 | -2
Cc1ccc(C(=O)Nc2c(C(=O)N3CCOCC3)cnn2-c2ccccc2)cc1
    -6 | 6 | -6 | 101 | 2.3 | 0.0 | -2 | 0 | 1 | -4
CC1CCN(C(=O)c2cc(-c3ccco3)on2)CC1
    -7 | -6 | -8 | 105 | 0.1 | 0.0 | 2 | 4 | -2 | -3
O=C1NC(c2cc3c(cc2Cl)OCO3)Oc2ccccc21 (centres undefined)
    -4 | -1 | 5 | 98 | 5.0 | 0.1 | 5 | 18 | 2 | -3
